PMI inhibitors – inhibitors of human PMI, primary screen, biochemical, fluorescence intensity, coupled assay (AID 1209); inhibition, % at 20 µM, or IC50 in µM where a hit was titrated; purified PMI enzyme, coupled fluorescence intensity; higher % means a stronger effect; 190,000 compounds, 0.42% hits;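 note: plate controls were DMSO vehicle for no effect and wells lacking substrate for full effect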
Dynein transport – blocks dynein driven cargo transport along microtubules; AID 1381; 3617.4 mouse cells, GR-EGFP nuclear translocation imaging; test concentration mostly 20 µM; stimulated with dexamethasone, 1 µM; stronger effect = lower value; 220,000 compounds, 0.47% hits; z-score, hits read low;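 active = plate z-score of nuclear minus cytoplasmic receptor signal below a set negative limit, without overly bright fluorescence or cell loss, cut at about -3.5 in these data, passing the limit was not always enough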;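 note: z-score of nuclear minus cytoplasmic ring GR-EGFP intensity difference per well; some compounds called inactive have numbers as strong as hits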
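Also added: dexamethasone, 1.0 µM final. Medium: tet-free, stripped-serum medium. Detection: fixed, Hoechst-stained cells imaged at 10x for EGFP. Read-out: nuclear-to-cytoplasmic GR-EGFP distribution per well. Times: induction 48 h, compound 1 h, agonist 30 min.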
Autophagy HCS – autophagy modulation, high-content screen; 190,000 compounds, 0.98% hits; MEF GFP-LC3 puncta imaging; test concentration mostly 10 µM; calls only at 10 µM (by protocol); AID 463193;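 active = percentage of spot-positive cells more than 3 SD above its plate mean, without a fluorescence outlier flag or 80% toxicity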;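 note: spot-positive cell cutoff set from DMSO-treated cells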
WT yeast gro inh – growth inhibition of WT yeast, mitochondrial fusion screen. mitochondrial fusion phenotypic screen, WT strain. inhibition, % at 10 µM. 190,000 compounds, 2.1% hits. AID 1362; in the data active = inhibition above about 58%; tested in S. cerevisiae
Ins promoter up – MIN6 insulin promoter up-regulation. MIN6 insulin promoter-GFP reporter, high-content imaging; stronger effect = higher value. z-score at 5 µM. 190,000 compounds, 0.3% hits. AID 1625;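 active = z-score above 3 at 5 µM with at least 500 cells counted in the well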
Yfh1-depleted yeast – enhancers of respiration in Yfh1-depleted yeast, dose response, Friedreich's ataxia, plus single-dose screen (AID 1465). fold induction at 50 µM, or EC50 in µM where a hit was titrated. S. cerevisiae Yfh1-off respiration, WST-1 reduction, 72 h; higher fold induction means a stronger effect. 220,000 compounds, 0.074% hits;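 active = fold induction of absorbance versus untreated yeast above a set limit, then at least 30% activation at any dose in follow-up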;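 note: activators that raise dye reduction in frataxin-depleted yeast; strong numbers were not always called active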
bCat nuc transl – modulators of beta-catenin nuclear translocation | 190,000 compounds, 0.3% hits | HeLa beta-catenin nuclear translocation, immunofluorescence imaging | AID 1665 | nuclear translocation activity, % at 5 µM;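 active = nuclear translocation activity above 50% at 5 µM, with a well cell count of 50 or more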;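 note: per-cell ratio of nuclear to cytoplasmic median beta-catenin stain intensity; plate controls were DMSO negative control for no effect and GSK-3 inhibitor IX positive control for full effect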
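System: HeLa cells, endogenous beta-catenin; compound dosing: 5 µM primary single dose, 0.1% DMSO, 0.02–20 µM confirmation series; incubation: 24 h compound exposure at 37°C, 5% CO2; signal: beta-catenin immunofluorescence imaging with DAPI; evaluation: % activation, nuclear-to-cytoplasmic median beta-catenin signal ratio per cell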
MT stabilizer – stabilizes microtubules in HeLa cells. HeLa tubulin immunostaining HCS, 24 h; share of cells brighter than vehicle mean+2SD. % tubulin-high responders, % at 10 µM. 200,000 compounds, 0.83% hits;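 active = plate Z-score above 3 for both tubulin-high and condensed-nucleus cell shares, with cell loss under 80%, at 10 µM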;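 note: anti alpha tubulin signal scored within the nucleus-defined area of each cell; some results filed as inactive read as strong as hits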
PMI inhibition – human PMI inhibitors, high substrate, primary screen, biochemical, fluorescence intensity, high mannose 6-phosphate (AID 1220) | recombinant PMI enzyme, coupled fluorescence intensity; higher % means a stronger effect | one-dose inhibition, % at 20 µM; IC50 in µM for titrated hits | 190,000 compounds, 0.66% hits
WT yeast gro inh mutant strain – second read-out of WT yeast gro inh, no call of its own (marks repeat the call); inhibition, %; mitochondrial fusion phenotypic screen, mutant strain inhibition
Dynein transport cytoplasmic EGFP – recorded beside Dynein transport, whose call it bears; z-score; measured here: cytoplasmic GR-EGFP intensity; stronger effect = higher value
Dynein transport nuclear GR-EGFP – further read-out of Dynein transport, marked with its call; z-score; measured here: nuclear GR-EGFP intensity;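 lower value marks the stronger effect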
Dynein transport cell count – also measured in Dynein transport; calls as there; z-score; measured here: cell count per field
Ins promoter up cell count – second read-out of Ins promoter up, no call of its own (marks repeat the call); cell count; measured here: cytotoxicity, nuclei count;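 total cells summed across four imaged fields per well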
bCat nuc transl cell count 5 µM – also measured in bCat nuc transl; calls as there; cell count; measured here: cell count, cytotoxicity flag
MT stabilizer Hoechst-high % – further read-out of MT stabilizer, marked with its call; % Hoechst-high responders; measured here: nuclear condensation Hoechst responders;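 share of cells brighter than vehicle mean plus two SD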
MT stabilizer cytotoxicity % – recorded beside MT stabilizer, whose call it bears; toxicity, %; measured here: cytotoxicity by cell density;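 0% = mean cell density of plate MIN control wells and 100% = no cells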
Autophagy HCS cell loss 18 h – recorded beside Autophagy HCS, whose call it bears; toxicity, %; measured here: cell loss, nuclei count;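 cell loss after 18 h compound exposure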
Numbers without * were called inactive. Cut-off read from the data, not from the text of the source, unless noted: active = inhibition above about 50%; inactive = the rest.

What do the screens show for `O=C(NCc1ccco1)c1cc(-c2ccccc2)c(N2CCOCC2)s1`?
PMI inhibitors: 7.7%; Dynein transport: -0.0568; Autophagy HCS: inactive; WT yeast gro inh: 13.2; Ins promoter up: -0.35; Yfh1-depleted yeast: inactive; MT stabilizer: 4.2; PMI inhibition: 7.9%; WT yeast gro inh mutant strain: 9.7; Dynein transport cytoplasmic EGFP: -0.201; Dynein transport nuclear GR-EGFP: 0.203; Dynein transport cell count: 0.252; Ins promoter up cell count: 946; MT stabilizer Hoechst-high %: 2.4; MT stabilizer cytotoxicity %: 9.4; Autophagy HCS cell loss 18 h: 3.8

How did CCC(C)OC(=O)c1[nH]c2c(c1C)C(=O)CC(c1ccc(N(C)C)cc1)C2 (stereo unspecified) do in these assays?
PMI inhibitors: 8.0%; Dynein transport: 0.619; Autophagy HCS: inactive; WT yeast gro inh: 12.9; Ins promoter up: -1.05; Yfh1-depleted yeast: inactive; bCat nuc transl: 0.5; MT stabilizer: 1.8; PMI inhibition: -5.6%; WT yeast gro inh mutant strain: 3.9; Dynein transport cytoplasmic EGFP: -0.224; Dynein transport nuclear GR-EGFP: 0.576; Dynein transport cell count: -0.0359; Ins promoter up cell count: 1661; bCat nuc transl cell count 5 µM: 966; MT stabilizer Hoechst-high %: 2.7; MT stabilizer cytotoxicity %: 2.4; Autophagy HCS cell loss 18 h: 9.2

Results for CSc1nnc(NC(=O)c2cc(=O)c3cc(C)cc(C)c3o2)s1 ?
Dynein transport: 0.188; Ins promoter up: -0.06; Yfh1-depleted yeast: inactive; bCat nuc transl: -5.2; Dynein transport cytoplasmic EGFP: -0.201; Dynein transport nuclear GR-EGFP: 0.0163; Dynein transport cell count: 0.721; Ins promoter up cell count: 1329; bCat nuc transl cell count 5 µM: 1193

How did c1cncc(-c2nnc3n2CCC3)c1 do in these assays?
PMI inhibitors: 3.4%; Dynein transport: 0.47; Autophagy HCS: inactive; WT yeast gro inh: 8.1; Ins promoter up: 0.77; Yfh1-depleted yeast: inactive; bCat nuc transl: -4.8; MT stabilizer: 2.6; PMI inhibition: 3.8%; WT yeast gro inh mutant strain: -3.4; Dynein transport cytoplasmic EGFP: -0.231; Dynein transport nuclear GR-EGFP: 0.176; Dynein transport cell count: -0.798; Ins promoter up cell count: 1221; bCat nuc transl cell count 5 µM: 1025; MT stabilizer Hoechst-high %: 1.9; MT stabilizer cytotoxicity %: 5.9; Autophagy HCS cell loss 18 h: -41.5

What do the screens show for `Cc1c(/C=N/NC(=O)c2sc3ccccc3c2Cl)cnn1C`?
PMI inhibitors: 5.6%; Dynein transport: -0.733; Autophagy HCS: inactive; WT yeast gro inh: 4.7; Ins promoter up: 1.05; Yfh1-depleted yeast: inactive; bCat nuc transl: 0.0; MT stabilizer: 3.4; PMI inhibition: 13.1%; WT yeast gro inh mutant strain: 1.1; Dynein transport cytoplasmic EGFP: -0.191; Dynein transport nuclear GR-EGFP: 0.112; Dynein transport cell count: -0.011; Ins promoter up cell count: 1476; bCat nuc transl cell count 5 µM: 1485; MT stabilizer Hoechst-high %: 3.0; MT stabilizer cytotoxicity %: 7.4; Autophagy HCS cell loss 18 h: -27.7

How did Cc1cccc(C)c1NC(=O)CSc1nc(C)c(CC(=O)c2ccc(Br)cc2)c(C)c1C#N do in these assays?
PMI inhibitors: -12.2%; Dynein transport: -0.167; Autophagy HCS: inactive; WT yeast gro inh: -3.1; Ins promoter up: -0.07; Yfh1-depleted yeast: inactive; bCat nuc transl: -2.8; MT stabilizer: 13.5; PMI inhibition: -6.7%; WT yeast gro inh mutant strain: -11.2; Dynein transport cytoplasmic EGFP: -0.225; Dynein transport nuclear GR-EGFP: 0.53; Dynein transport cell count: 1.7; Ins promoter up cell count: 1661; bCat nuc transl cell count 5 µM: 1329; MT stabilizer Hoechst-high %: 5.4; MT stabilizer cytotoxicity %: 4.2; Autophagy HCS cell loss 18 h: 21.2

How did Cc1noc(C)c1COc1ccc(C(=O)OCC(=O)Nc2ccc3ccccc3c2)cc1 do in these assays?
PMI inhibitors: 7.8%; Dynein transport: -1.01; Autophagy HCS: inactive; WT yeast gro inh: 21.3; Yfh1-depleted yeast: inactive; bCat nuc transl: -10.7; MT stabilizer: 2.6; PMI inhibition: 2.6%; WT yeast gro inh mutant strain: 20.4; Dynein transport cytoplasmic EGFP: 0.605; Dynein transport nuclear GR-EGFP: -0.553; Dynein transport cell count: 1.41; bCat nuc transl cell count 5 µM: 1003; MT stabilizer Hoechst-high %: 2.4; MT stabilizer cytotoxicity %: 5.4; Autophagy HCS cell loss 18 h: 2.2

What do the screens show for `CCCCNC(=O)CN1C(=O)NC2(CCCc3ccccc32)C1=O` (stereo unspecified)?
PMI inhibitors: -3.8%; Dynein transport: -0.618; Autophagy HCS: inactive; WT yeast gro inh: 14.2; Ins promoter up: 0.33; Yfh1-depleted yeast: inactive; bCat nuc transl: -3.6; MT stabilizer: 3.5; PMI inhibition: 0.1%; WT yeast gro inh mutant strain: 18.1; Dynein transport cytoplasmic EGFP: -0.223; Dynein transport nuclear GR-EGFP: -1.01; Dynein transport cell count: 0.714; Ins promoter up cell count: 1659; bCat nuc transl cell count 5 µM: 1378; MT stabilizer Hoechst-high %: 2.0; MT stabilizer cytotoxicity %: 6.3; Autophagy HCS cell loss 18 h: -4.8

How did COc1ccc(C2C=C(C)Nc3nc(SC)nn32)cc1 (stereo unspecified) do in these assays?
PMI inhibitors: -8.1%; Dynein transport: 0.27; Autophagy HCS: inactive; WT yeast gro inh: -5.1; Ins promoter up: -0.48; bCat nuc transl: 2.0; MT stabilizer: 2.2; PMI inhibition: -7.0%; WT yeast gro inh mutant strain: -10.1; Dynein transport cytoplasmic EGFP: -0.0607; Dynein transport nuclear GR-EGFP: 0.347; Dynein transport cell count: -0.45; Ins promoter up cell count: 1450; bCat nuc transl cell count 5 µM: 776; MT stabilizer Hoechst-high %: 3.5; MT stabilizer cytotoxicity %: 8.2; Autophagy HCS cell loss 18 h: 11.5

What do the screens show for `COc1ccc(N=C2SC(CC(=O)Nc3ccccc3)C(=O)N2CCN2CCOCC2)cc1` (stereo unspecified)?
PMI inhibitors: 9.8%; Dynein transport: 1.02; Autophagy HCS: inactive; WT yeast gro inh: 2.4; Ins promoter up: -0.37; Yfh1-depleted yeast: inactive; bCat nuc transl: -1.8; MT stabilizer: 4.3; PMI inhibition: 11.0%; WT yeast gro inh mutant strain: 0.3; Dynein transport cytoplasmic EGFP: -0.19; Dynein transport nuclear GR-EGFP: 0.904; Dynein transport cell count: 0.604; Ins promoter up cell count: 1300; bCat nuc transl cell count 5 µM: 1079; MT stabilizer Hoechst-high %: 1.5; MT stabilizer cytotoxicity %: 6.3; Autophagy HCS cell loss 18 h: 8.6

How did Nc1nonc1-c1noc(COc2ccccc2Cl)n1 do in these assays?
PMI inhibitors: 8.0%; Dynein transport: 0.754; Autophagy HCS: inactive; WT yeast gro inh: 14.9; Ins promoter up: 0.4; Yfh1-depleted yeast: inactive; bCat nuc transl: 1.5; MT stabilizer: 3.7; PMI inhibition: 5.2%; WT yeast gro inh mutant strain: 11.3; Dynein transport cytoplasmic EGFP: 0.0388; Dynein transport nuclear GR-EGFP: 0.596; Dynein transport cell count: -0.933; Ins promoter up cell count: 1516; bCat nuc transl cell count 5 µM: 902; MT stabilizer Hoechst-high %: 1.7; MT stabilizer cytotoxicity %: 5.4; Autophagy HCS cell loss 18 h: 9.9

How did Cc1nonc1OCCNc1ccc([N+](=O)[O-])cc1 do in these assays?
PMI inhibitors: 12.5%; Dynein transport: 0.291; Autophagy HCS: inactive; WT yeast gro inh: -3.4; Ins promoter up: -0.26; Yfh1-depleted yeast: inactive; bCat nuc transl: 0.4; MT stabilizer: 7.5; PMI inhibition: 8.0%; WT yeast gro inh mutant strain: -3.9; Dynein transport cytoplasmic EGFP: -0.159; Dynein transport nuclear GR-EGFP: -0.218; Dynein transport cell count: -0.887; Ins promoter up cell count: 1259; bCat nuc transl cell count 5 µM: 824; MT stabilizer Hoechst-high %: 2.5; MT stabilizer cytotoxicity %: 4.0; Autophagy HCS cell loss 18 h: 2.6

Results for CCO[C@H]1OC(C(=O)N2CCCCCCC2)=C[C@@H](c2ccc(C(F)(F)F)cc2)[C@@H]1CCCO ?
PMI inhibitors: 6.7%; Dynein transport: -0.809; Autophagy HCS: inactive; WT yeast gro inh: -11.0; Ins promoter up: -0.71; bCat nuc transl: -5.0; MT stabilizer: 2.7; PMI inhibition: 7.1%; WT yeast gro inh mutant strain: 9.5; Dynein transport cytoplasmic EGFP: -0.284; Dynein transport nuclear GR-EGFP: -0.15; Dynein transport cell count: 0.504; Ins promoter up cell count: 1507; bCat nuc transl cell count 5 µM: 1184; MT stabilizer Hoechst-high %: 1.1; MT stabilizer cytotoxicity %: 7.3; Autophagy HCS cell loss 18 h: -5.9

Results for C=CCN(c1ccc(C(=O)Nc2ccc(C)cc2)cc1)S(C)(=O)=O ?
PMI inhibitors: 5.4%; Dynein transport: -0.138; Autophagy HCS: inactive; WT yeast gro inh: -2.5; Ins promoter up: -0.1; Yfh1-depleted yeast: inactive; bCat nuc transl: 0.0; MT stabilizer: 3.6; PMI inhibition: -5.4%; WT yeast gro inh mutant strain: 5.7; Dynein transport cytoplasmic EGFP: -0.274; Dynein transport nuclear GR-EGFP: 0.0471; Dynein transport cell count: 0.482; Ins promoter up cell count: 1315; bCat nuc transl cell count 5 µM: 1137; MT stabilizer Hoechst-high %: 1.9; MT stabilizer cytotoxicity %: 3.3; Autophagy HCS cell loss 18 h: -1.2
